a7 integrin act – activates integrin-mediated alleviation for muscular dystrophy | alpha7betagal myoblasts, beta-gal FDG fluorescence, 48 h | Potency, µM (series often up to 38.3 µM), without a hit: at the highest dose activation, hits mostly activators | 350,000 compounds, 0.064% hits | AID 624291;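 further: potency means the concentration at half of the fitted maximal effect; 100% = response of the positive control SU9516; nearly all actives have a fitted effect of over 60% in size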
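alpha7betagal+/- myoblasts (passage 13, 250/well) treated 48 h at 37C with compounds at 1:260 dilution of DMSO stock. Lysed, then beta-galactosidase activity read as FDG fluorescence (ex 480/em 540) after 30 min, with pre-read for autofluorescence.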
MLL CXXC-DNA inh – MLL CXXC-DNA interaction inhibition; Q03164; MLL-CXXC / FITC-HOXA9 DNA fluorescence polarization; AID 2662; 290,000 compounds, 0.037% hits; Potency, µM (series often up to 115 µM), for the others: at the highest dose activity change, negative = inhibition, actives largely listed as inhibitors; active means well fitted inhibition curve with a large enough effect in the polarisation, with a control signal flat, not every such curve was filed as active; inconclusive means small, poorly fitted or top-dose-only effect, or effect the other way, or a change in a side signal; inactive means no such curve, though single readings can be large or run the other way; the % refers to the polarisation; further: potency means the concentration at half of the fitted maximal effect
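Purified MLL-CXXC (added from a 7 uM solution) was preincubated 5 min at ambient with pinned compounds in 50 mM Tris-HCl pH 7.5, 50 mM NaCl, 1 mM DTT, 0.05% BSA. Fluorescein-labeled HOX-A9 DNA (50 nM solution) followed, 30 min, then polarization read.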
ASM inhibitor – inhibitors of human secretory acid sphingomyelinase; Potency, µM (doses to about 57.5 µM), for the others: at the highest dose activity change, negative = inhibition, most hits filed as inhibitors; P17405; 340,000 compounds, 0.006% hits; placental ASM, HMU-PC fluorogenic substrate, 60 min; further: potency means the concentration at half of the fitted maximal effect
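Steps: dispense placental human ASM, pin compound, wait 10 min at room temperature, add HMU-PC0 substrate at 9 uM final, incubate 60 min at 37 °C, add stop solution raising pH to 10, read fluorescence.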
Menin-MLL TR inh – inhibitors of human menin-MLL interaction, mutant MLL peptide; O00255; AID 1768; 270,000 compounds, 0.23% hits; Potency, µM (highest dose often 61.6 µM), for the others: top-dose FP activity change, negative = inhibition, usual class: inhibitors; Menin + Texas Red MLL mutant peptide, fluorescence polarization; active means well fitted inhibition curve with a large enough effect in the polarisation, with a control signal flat, not every such curve was filed as active; inconclusive means small, poorly fitted or top-dose-only effect, or effect the other way, or a change in a side signal; inactive means no such curve, though single readings can be large or run the other way; the % refers to the polarisation; further: potency means the concentration at half of the fitted maximal effect; % of control where 0% means no effect; many of its hits are not listed in these tables
TCR act – T cell receptor activation. 330,000 tested, under 10 active. Potency, µM (series often up to 9.22 µM), inactives show at the highest dose activation of IL-2 secretion, hits mostly activators. AID 504894. primary human leukocytes, anti-CD3, IL-2 HTRF, 48 h; further: % of control where 0% means no effect
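TCR engagement came from a-CD3 beads alone, with compounds added to primary human leukocytes for 48 hr. Secreted IL-2 bridged europium cryptate- and d2-labelled anti-IL-2 antibodies, giving FRET emission at 665nm after 320nm excitation.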
MBNL1-CUG inh – blocks human MBNL1 binding to CUG repeat RNA. TR-FRET MBNL1-His/biotin-(CUG)12 binding, 665/545 ratio. Potency, µM (titrated, usually from 57.5 µM), inactives show at the highest dose activity change, negative = inhibition, actives largely listed as inhibitors. 280,000 compounds, 0.036% hits; active means well fitted inhibition curve with a large enough effect in the signal ratio, with a control signal flat, not every such curve was filed as active; inconclusive means small, poorly fitted or top-dose-only effect, or effect the other way, or a change in a side signal; inactive means no such curve, though single readings can be large or run the other way; the % refers to the signal ratio; further: potency means the concentration at half of the fitted maximal effect; on the % scale 0 is the no-effect control and ±100 the full control effect
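Compound titration spanned 92 nM–58 uM against the MBNL1-His/biotin-(CUG)12 complex. After 60 min at room temperature with 5 nM streptavidin-XL665 and 0.055 ng/ul terbium anti-His, ratiometric 665/545 nm emission (Ex 340 nm) normalized to controls.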
TSHR antag – human thyrotropin receptor antagonism; P16473; TSHR-expressing cells, TSH-stimulated cAMP HTRF, 2 h; active compounds read low; activity change, negative = inhibition, % at 11.5 µM; 330,000 compounds, 0.2% hits;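 active means activity change below a set negative limit, meaning inhibition stronger than a set level, cut at about -70% in these data; inconclusive means activity change between two set negative limits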; further: on the % scale 0 is the no-effect control and ±100 the full control effect
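TSHR-expressing cells, 200/well, pre-treated with compound, then stimulated with EC80 TSH (4nM final) for 2 hours at 37 deg C. cAMP measured by competitive HTRF: anti-cAMP cryptate antibody in lysis buffer plus cAMP-d2, read after 30 minutes at room temperature.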
A-T KAP1 phos – potential ataxia-telangiectasia treatment; […] A-T fibroblasts, KAP-1 phosphorylation AlphaLISA; neocarzinostatin DNA damage 30 min before lysis; Potency, µM (series often up to 57.5 µM), for inactives: at the highest dose activation, most hits filed as activators; 320,000 compounds, 0.19% hits; AID 485349; further: potency means the concentration at half of the fitted maximal effect; % of control where 0% means no effect; nearly all actives have a fitted effect of over 45% in size
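hTERT-immortalized A-T patient fibroblasts ([…]), 500 cells/well in OPTI-MEM, 1% FBS, got compounds for 60 min, then NCS for 30 min at 37C. Lysates were then assayed for phospho-KAP-1 by AlphaLISA (anti-pKAP1 donor, anti-KAP1 acceptor beads), 6 hr at 25C.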
Mito fusion act – blocks mitochondrial division or promotes mitochondrial fusion | S. cerevisiae fusion-defective mutant growth rescue, CellTiterGlo 48 h | Potency, µM (doses to about 46.1 µM), without a hit: at the top dose growth rescue (activation), actives largely listed as activators | 320,000 compounds, 0.23% hits | AID 485298;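 further: potency means the concentration at half of the fitted maximal effect; % of control where 0% means no effect; nearly all actives have a fitted effect of over 45% in size; temperature-sensitive fusion mutants such as fzo1-1 at 37 °C on non-fermentable ethanol glycerol medium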
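Read-out: ATP-based luminescence (CellTiterGlo, 10 min ambient) reporting growth of fusion-defective ts yeast after 48 hours at 37C on glycerol/ethanol YPEG medium in the presence of compound.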
PTAP TSG101 blk – blocks PTAP/TSG101 interaction to inhibit HIV-1 budding | Potency, µM (titrated, usually from 115 µM), inactives show top-dose activity change, negative = inhibition, hits mostly inhibitors | AID 493005 | 340,000 tested, under 10 active | Fluorescence polarization, FITC-PTAP peptide / Tsg101 binding; active means well fitted inhibition curve with a large enough effect in the main read-out, with a control signal flat, not every such curve was filed as active; inconclusive means small, poorly fitted or top-dose-only effect, or effect the other way, or a change in a side signal; inactive means no such curve, though single readings can be large or run the other way; further: potency means the concentration at half of the fitted maximal effect; % of control where 0% means no effect
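Compounds were pin-transferred onto Tsg101 binding domain (10 uM final) in HEPES pH 7.5 buffer, then FITC-PTAP peptide was added at 50 nM final. After 20 min at RT, polarization reported peptide displacement across a qHTS concentration series.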
* marks the source's active call; other numbers are inactive results; u = inconclusive; x = not tested or not shown; [ ] = remark or other dose. Unless noted, the call rests on the fitted dose curve; in most records, active means well fitted curve in the direction sought with a large enough effect; inconclusive means small, poorly fitted or top-dose-only effect, or another doubt; inactive means no such curve, though single readings can be large; an effect the other way counts as inactive or inconclusive. Not all compounds are listed; the hit share may differ from the screen's.

SMILES	a7 integrin act	MLL CXXC-DNA inh	ASM inhibitor	Menin-MLL TR inh	TCR act	MBNL1-CUG inh	TSHR antag	A-T KAP1 phos	Mito fusion act	PTAP TSG101 blk
Nc1ncnc2c1ncn2[C@@H]1O[C@H](CNCC#Cc2ccccc2)[C@@H](O)[C@H]1O	11%	x	10%	x	-9%	x	9	2%	x	-2%
COc1ccc(C(=O)Nc2ccc(Cl)cc2C(=O)NCCN2CCOCC2)cc1	-23%	-6%	-2%	-2%	4%	-10%	-7	2%	1%	-2%
COc1ccccc1NC(=O)c1ccc(NC(=O)CSc2n[nH]c(N)n2)cc1	-10%	10%	0%	13%	1%[46.1 µM]	x	-12	1%	-11%	-5%
Cc1ccc(C2OCC3(CO)COC(c4ccc(C)cc4)N23)cc1 (stereo not drawn)	5%	-14%	-6%	x	x	3%	15	7%	11%	-9%
CCCNC(=O)CSc1nc2[nH]ncc2c(=O)[nH]1	-22%	1%	-1%	-12%	12%	-11%	12	-5%	-2%	-3%
O=C(c1ccc(F)cc1)C1CCN(Cc2cn[nH]c2-c2ccc(F)cc2)CC1	12%	-2%	3%	x	-3%	x	2	-1%	5%	-5%
COc1ccc(NC(=S)NC(=O)/C=C/c2cccs2)cc1	-6%	-9%	-12%	u	-5%	3%	-10	13%	-5%	-1%
CCOc1cccc(C2C(C#N)=C(N)Oc3cc(C)n(Cc4ccccn4)c(=O)c32)c1OCC (stereo not drawn)	16%	10%	16%	-13%	3%	-6%	-6	2%	1%	0%
CSc1nccc(Nc2ccccc2)c1C#N	39%	-4%	-5%	-11%	-2%	-8%	-3	4%	13%	-1%
COc1ccccc1N1CC(C(=O)Nc2nnc(SCc3ccccn3)s2)CC1=O (stereo not drawn)	-11%	9%	3%	0%	-4%[46.1 µM]	-15%	15	4%	4%	-1%
Cc1ccc(S(=O)(=O)NCc2nnc(SCC(=O)Nc3cccc(C)c3C)n2C)cc1	17%	-1%	-1%	-2%	-4%	-7%	5	-2%	-1%	-4%
c1ccc(CSCc2cn3ccsc3n2)cc1	-14%	0%	2%	-8%	-46%	0%	5	-5%	-11%	-4%
CCSc1nnc(-c2ccccc2NC(=O)CC)c(=O)[nH]1	10%	-9%	4%	-3%	3%	-7%	4	-4%	3%	-2%
N#Cc1c(N2CCCCC2)nc(N)c2c(N)nc3c(c12)CC(CCl)O3 (stereo not drawn)	6%	12%	433%[activator]	15%	x	11%	-7	5%	-11%	-3%
O=C(c1c[nH]c(C(=O)C(Cl)(Cl)Cl)c1)c1ccc(F)cc1Cl	-22%	-15%	-1%	-6%	-4%	-2%	-14	-2%	-2%	0%
CCC(=O)N/N=C(\C)CC(=O)Nc1ccccc1-c1ccccc1	-13%	7%	6%	-11%	-8%	-22%	5	7%	8%	-3%
C[C@H](CO)N1C[C@H](C)[C@@H](CN(C)S(=O)(=O)c2cccs2)Oc2ccc(NC(=O)CCC(F)(F)F)cc2C1=O	31%	x	-6%	x	0%	x	1	-5%	x	-1%
COc1cc2c(cc1OC)C(c1ccc(-c3ccc(Cl)cc3Cl)o1)=NCC2	0%	2%	-3%	u	-2%	u	-29	-7%	4%	0%
Cc1ccc(C(=O)NCCSCc2ccccc2)cc1[N+](=O)[O-]	-17%	15%	-1%	9%	21%[46.1 µM]	u	-7	1%	4%	-6%
Cc1nnc(N2C(=O)C(=O)/C(=C(/O)c3ccc4c(c3)OCCO4)C2c2ccc(F)cc2)s1 (stereo not drawn)	-10%	-3%	-3%	13%	9%	70%[activator]	-8	-1%	3%	-10%
CC1(C)OC2OC(C3COC(=O)O3)C(OC(=O)c3ccccc3)C2O1 (stereo not drawn)	-3%	x	3%	x	4%	x	x	x	x	-1%
C=CCNC(=O)C1CCN(c2nc(C)cc(-c3ccccc3)n2)CC1	-3%	5%	26%	-1%	x	-9%	-7	2%	1%	0%
O=C(Cn1cnc([N+](=O)[O-])n1)NCCc1ccccc1	-16%	-16%	2%	15%	1%	u	0	-1%	-1%	-1%
COc1cccc(CNC(=O)C2CCN(S(=O)(=O)c3ccccc3)CC2)c1	8%	5%	2%	10%	-3%	6%	-1	0%	-2%	-4%
NNC(=O)c1csc(-c2ccc(C(F)(F)F)cc2Cl)n1	-13%	-5%	-6%	x	0%	-1%	13	0%	-2%	-3%

6 of the entries above in order of their number in a7 integrin act, smallest number first:
Structure,a7 integrin act
COc1ccc(C(=O)Nc2ccc(Cl)cc2C(=O)NCCN2CCOCC2)cc1,-23%
Cc1nnc(N2C(=O)C(=O)/C(=C(/O)c3ccc4c(c3)OCCO4)C2c2ccc(F)cc2)s1 (stereo not drawn),-10%
COc1cc2c(cc1OC)C(c1ccc(-c3ccc(Cl)cc3Cl)o1)=NCC2,0%
Cc1ccc(C2OCC3(CO)COC(c4ccc(C)cc4)N23)cc1 (stereo not drawn),5%
COc1cccc(CNC(=O)C2CCN(S(=O)(=O)c3ccccc3)CC2)c1,8%
CCOc1cccc(C2C(C#N)=C(N)Oc3cc(C)n(Cc4ccccn4)c(=O)c32)c1OCC (stereo not drawn),16%

Going on with the list.
SMILES	a7 integrin act	MLL CXXC-DNA inh	ASM inhibitor	Menin-MLL TR inh	TCR act	MBNL1-CUG inh	TSHR antag	A-T KAP1 phos	Mito fusion act	PTAP TSG101 blk
Cc1cc(NS(=O)(=O)c2ccc(NC(=O)c3cc4ccccc4o3)cc2)nc(C)n1	-11%	-3%	-2%	1%	0%	-4%	0	0%	0%	0%
CSc1nc(Nc2ccc(Cl)cc2)c(C#N)c(=O)[nH]1	13%	-5%	-6%	25%	x	-7%	2	-4%	1%	0%
O=C(c1cc2cc(Br)ccc2oc1=O)N1CCN(c2ccccn2)CC1	1%	1%	-1%	-5%	x	1%	-11	-25%	-5%	x
O=C1CCCN1CCCNC(=S)Nc1ccc(F)cc1	5%	3%	10%	20%	-1%	-2%	1	1%	2%	-1%
CCC1CCCCN1Cc1nc2c(c(=O)n(C)c(=O)n2C)n1CCC(C)C (stereo not drawn)	-7%	-8%	-3%	4%	7%	-9%	0	x	-1%	-5%
CCOc1ccc(-n2c(C)c(C(C)=O)c3cc(O)ccc32)cc1	7%	40%[activator]	2%	-2%	3%	33%[activator]	-4	-1%	5%	-2%
COC(=O)C1CCN(CC(=O)Nc2sc3c(c2C#N)CCC3)CC1	-5%	0%	-1%	19%	2%	1%	5	-2%	0%	-1%
Clc1ccc(/C=C/c2nc3ccccc3[nH]2)cc1	-6%	41%[activator]	254%[activator]	u	-6%	9%	-8	5%	-7%	-8%
COc1ccccc1NC(=O)CSc1ccc(-c2cccs2)nn1	2%	-4%	-5%	19%	4%	26%	2	4%	14%	0%
CCN(C(=O)COC(=O)c1c2c(nc3ccccc13)/C(=C/c1ccccc1)CC(C)C2)C1CCS(=O)(=O)C1 (stereo not drawn)	-17%	0%	192%[activator]	-1%	0%[46.1 µM]	u	3	-2%	20µM*	-1%
O=C(NC(=S)Nc1ccc2c(c1)OCO2)c1ccc(Cl)cc1	-3%	19%	x	-6%	2%[46.1 µM]	x	6	5%	2%	0%
COc1ccccc1N1CCN(S(=O)(=O)c2ccc(Cl)cc2)CC1	-35%	6%	0%	-1%	-6%	-1%	0	5%	-2%	-3%
O=C(O)c1ccc(-c2ccc(/C=N/Nc3ccc([N+](=O)[O-])cc3)o2)cc1	16%	82%[activator]	-1%	x	0%	u	-1	-2%	2%	u
Cc1cccc(NC(=O)C2CCN(S(=O)(=O)c3cccc4nonc34)CC2)c1	-22%	2%	0%	u	1%	u	-4	-1%	3%	-4%
Cc1nc(N)[nH]c(=O)c1CC(=O)OCCCl	0%	47%[activator]	3%	x	2%	x	11	-4%	-6%	5%

Another view of some results above:
| canonical_smiles | a7 integrin act | MLL CXXC-DNA inh | ASM inhibitor | Menin-MLL TR inh | TCR act | MBNL1-CUG inh | TSHR antag | A-T KAP1 phos | Mito fusion act | PTAP TSG101 blk |
| --- | --- | --- | --- | --- | --- | --- | --- | --- | --- | --- |
| O=C(NC(=S)Nc1ccc2c(c1)OCO2)c1ccc(Cl)cc1 | -3% | 19% | x | -6% | 2%[46.1 µM] | x | 6 | 5% | 2% | 0% |
| COc1ccccc1N1CCN(S(=O)(=O)c2ccc(Cl)cc2)CC1 | -35% | 6% | 0% | -1% | -6% | -1% | 0 | 5% | -2% | -3% |
